Assay outcomes: PubChem BioAssay, several laboratories
Rtt109 Vps75 – inhibitors of Candida albicans Rtt109/Vps75 histone acetyltransferase | Q5AAJ8 | purified Rtt109/Vps75, ThioGlo CoA-SH fluorescence, 4 h | inhibition, % at 34.9 µM | 330,000 compounds, 0.16% hits | AID 540336;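 active means inhibition of at least 50% in every replicate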
CDK5 p35 inh – inhibitors of human CDK5/p35 kinase; Q00535+Q15078; Recombinant CDK5/p35, ADP-Glo luminescence, 60 min; inhibition, % at 10 µM; 330,000 compounds, 0.01% hits; AID 488839;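 active means highest replicate inhibition of at least 50% and at least 75% of replicates reaching 50%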;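 further: plate controls were DMSO neutral control for no effect and GW8510 at 10 µM for full effect; many of its hits are not listed in these tables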
Target sequence (Q00535 whole entry, looked up): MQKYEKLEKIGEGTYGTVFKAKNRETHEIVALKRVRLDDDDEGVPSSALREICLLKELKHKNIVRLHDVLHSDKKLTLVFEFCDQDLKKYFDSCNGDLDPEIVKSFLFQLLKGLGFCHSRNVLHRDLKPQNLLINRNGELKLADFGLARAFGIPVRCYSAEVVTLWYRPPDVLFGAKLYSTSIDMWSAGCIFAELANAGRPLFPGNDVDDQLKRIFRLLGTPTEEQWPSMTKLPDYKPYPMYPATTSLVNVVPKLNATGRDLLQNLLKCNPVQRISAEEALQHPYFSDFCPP
Target sequence (Q15078 whole entry, looked up): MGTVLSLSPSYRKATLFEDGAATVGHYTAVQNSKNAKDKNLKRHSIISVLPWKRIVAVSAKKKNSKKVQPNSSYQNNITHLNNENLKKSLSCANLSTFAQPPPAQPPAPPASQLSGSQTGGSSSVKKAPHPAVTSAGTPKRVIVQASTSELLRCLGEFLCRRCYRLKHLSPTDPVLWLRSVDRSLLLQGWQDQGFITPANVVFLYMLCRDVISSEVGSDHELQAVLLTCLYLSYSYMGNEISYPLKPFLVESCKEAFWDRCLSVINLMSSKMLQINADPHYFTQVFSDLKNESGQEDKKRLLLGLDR
cardiac RTF act – increases calcium sensitivity of human cardiac regulated thin filaments; 340,000 compounds, 0.24% hits; activation, % at 7.2 µM; AID 493008; IANBD-labeled TnC RTF fluorescence at EC20 calcium; 0% EC20 calcium, 100% full calcium; P19429+P45379;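 active means activation above the mean over all tested compounds plus 3 SD, cut at about 30% in these data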;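 further: rise in fluorescence read as greater calcium sensitivity of cardiac thin filaments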
HTR5A ag – activates human HTR5A in OPRM1-OPRD1 agonist counter-screen; HTR5A agonist assay, luminescence, cell-based; 340,000 compounds, 0.61% hits; P47898; AID 504692; activation, % at 9.3 µM; in the data active means activation mostly above about 9.5%, no sharp cut-off; inactive means mostly below about 7.6%;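 further: 0% = cells with vehicle only and 100% = reference agonist; strong numbers were not always called active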
Target sequence (P47898 whole entry, looked up): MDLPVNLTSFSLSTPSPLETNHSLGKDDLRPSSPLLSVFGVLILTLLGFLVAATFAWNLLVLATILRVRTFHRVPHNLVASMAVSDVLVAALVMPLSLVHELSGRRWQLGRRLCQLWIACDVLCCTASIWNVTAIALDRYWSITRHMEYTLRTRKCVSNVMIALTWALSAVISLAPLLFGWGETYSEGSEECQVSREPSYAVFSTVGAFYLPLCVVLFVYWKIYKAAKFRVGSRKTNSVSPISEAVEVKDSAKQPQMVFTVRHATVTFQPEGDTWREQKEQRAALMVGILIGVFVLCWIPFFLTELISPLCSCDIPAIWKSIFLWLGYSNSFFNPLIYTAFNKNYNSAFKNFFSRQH
dFosB act – mouse delta FosB homodimer activation; P13346; purified delta FosB, TAMRA-CDK5 oligo fluorescence polarization; percent of positive-control signal above neutral wells; activation, % at 25 µM; 340,000 compounds, 0.99% hits;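 active means mean activation above about 17%, with every replicate also reaching it, limit read from the data, passing the limit was not always enough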;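 further: fluorescence polarization rise as delta FosB binds a TAMRA Cdk5 AP-1 oligo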
SR-BI HDL uptake – blocks mouse SR-BI lipid uptake from DiI-HDL; ldlA[mSR-BI] CHO cells, DiI-HDL uptake fluorescence, 3 h; inhibition, % at 12.5 µM; 320,000 compounds, 0.96% hits;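 active means mean replicate inhibition of at least 70% and a set share of replicates each scoring 70 or more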;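 further: 0% = median of neutral control wells and 100% = median of positive control wells; values of inactives mirror those of a sister screen read the other way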
Wnt act – activates Wnt/beta-catenin signaling in a reporter cell assay | activator, plate reader | activation, % at 9.35 µM | 300,000 compounds, 1.2% hits | AID 743398; in the data active means activation above about 30%, passing the limit was not always enough;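 further: 0% = neutral control wells and 100% = positive control wells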
MITF TRPM1 HTS – increases MITF-driven TRPM1 promoter luciferase signal | activation, % at 12.5 µM | 300,000 compounds, 0.75% hits | SK-MEL-5 TRPM1-promoter luciferase, 24 h; % of positive control, neutral wells = 0;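 active means mean activation of at least 80% with every replicate also reaching 80%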;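 further: 0% = neutral control wells and 100% = parthenolide positive control wells; values of inactives mirror those of a sister screen read the other way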
PvdQ acylase – blocks Pseudomonas aeruginosa PvdQ acylase activity; purified PvdQ acylase, fluorescence plate reader; inhibition, % at 10 µM; 340,000 compounds, 0.063% hits; AID 488965; in the data active means inhibition above about 30%, passing the limit was not always enough;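 further: 0% = vehicle neutral wells and 100% = reference inhibitor wells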
SR-BI uptake up – activators of SR-BI mediated HDL lipid uptake. CHO ldlA[mSR-BI] cells, DiI-HDL uptake fluorescence, 3 h; 100 = double the neutral-control signal. activation, % at 12.5 µM. 320,000 compounds, 0.096% hits;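 active means mean replicate activation of at least 60% and every replicate at or above 60%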;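 further: 0% = median plate neutral-control signal and 100% = twice that signal; values of inactives mirror those of a sister screen read the other way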
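Test system: SR-BI-overexpressing, LDLR-lacking CHO cells; Also added: labelled HDL, 10 µg/mL; Measured by: bottom-read cell fluorescence after medium removal, ex 550/em 595 nm; Timing: 3 h uptake period with compound, 37 °C; Buffer or medium: F12, 0.5% BSA, 25 mM HEPES; Doses: single compound concentration, delivered by pin transfer.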
The depositor's hits bear a star; . = no result given.

SMILES	Rtt109 Vps75	CDK5 p35 inh	cardiac RTF act	HTR5A ag	dFosB act	SR-BI HDL uptake	Wnt act	MITF TRPM1 HTS	PvdQ acylase	SR-BI uptake up
CCOc1ccc(N=CNc2ccc(OCC)cc2)cc1	.	0.0	6.5	-0.4	-1.8	-26.4	7.2	15.6	-23.8	26.4
CCCN1CN(c2ccccc2)C(=S)N(c2ccccc2)C1	-7.1	2.4	2.9	10.4	0.7	0.1	3.3	.	-12.9	-0.1
O=C(OCc1ccc([N+](=O)[O-])cc1Cl)c1cnccn1	-6.8	0.1	2.0	0.4	0.1	-3.3	0.7	0.3	2.7	3.3
O=C1C(=C(O)c2ccccc2)C(=O)c2ccccc21	.	-1.6	-2.4	1.5	-0.2	-34.5	-0.7	2.7	2.6	34.5
COc1cc(S(=O)(=O)NCc2ccc3c(c2)OCO3)ccc1Cl	-1.1	-1.6	0.2	-4.8	-4.0	-1.1	-3.8	2.3	-3.6	1.1
CC(=O)c1ccc(S(=O)(=O)NCC(=O)Nc2nc3ccccc3[nH]2)cc1	1.1	-2.8	1.9	-2.1	-6.4	-6.9	0.5	-9.7	-12.7	6.9
CC12CC3CC(C)(C1)CC(C(=O)NC(=S)N1CCOCC1)(C3)C2	-18.7	0.3	-0.5	1.8	-5.9	-6.5	.	-3.0	-12.2	6.5
CC(C)C(O)(C(=O)NNc1ccccc1)C(C)C	-4.7	1.5	6.0	1.3	4.0	-6.7	2.4	-13.8	-14.5	6.7
Cc1nc(NC(=O)c2cccc(Cl)c2)sc1C(=O)N1CCCCC1	-3.6	-2.8	-10.5	1.1	-9.1	9.2	0.7	56.8	-3.0	-9.2
CCC(=O)Nc1nc(N)n(-c2ccccc2)n1	1.9	-0.7	5.2	1.4	-2.9	-10.8	-1.3	.	-0.4	10.8
COc1ccc(/C=C/c2ccccc2)cc1[C@H]1[C@H]2C=CC[C@@H](C)[C@@H]2C(=O)N1Cc1ccccc1	1.5	-2.2	-4.8	-1.9	-13.9	-20.4	-10.7	1.3	-16.7	20.4
Cc1ccc(S(=O)(=O)NCCC(=O)NC2CCN(Cc3ccccc3)CC2)cc1	2.3	1.4	6.5	-2.8	-7.6	-12.1	-0.4	0.8	-14.4	12.1
CCOC(=O)N/N=C/c1c(F)cccc1F	-2.3	-1.0	3.4	1.4	-1.5	-15.8	.	41.3	-12.0	15.8
Cc1ccc(C)[n+](CC(=O)N2CCCCC2)c1	5.2	2.1	6.1	8.7	3.3	-6.0	0.0	13.4	8.7	6.0
Cc1ccc(NC(=O)Cn2c(=O)oc3ccccc32)cc1C	-3.6	-0.9	-2.1	3.6	-0.8	-0.3	-0.3	1.9	-19.9	0.3
Cn1ccnc1SCC(=O)NC1(C#N)CCCCC1	-3.1	-1.7	-4.9	-2.3	3.5	-13.7	-3.7	4.6	1.7	13.7
COc1cc(NC(=O)COc2ccccc2)c(OC)cc1NC(C)=O	1.2	-2.8	-3.5	1.6	-6.7	14.3	1.5	7.0	4.4	-14.3
COc1ccc(C(CNC(=O)COc2ccc([N+](=O)[O-])cc2)N2CCCCC2)cc1 (stereo unspecified)	8.9	0.2	-2.5	-0.2	-4.2	0.5	-1.7	8.4	-3.3	-0.5
COCC(=O)Nc1ccc(Br)c(C)c1	0.7	1.1	-6.4	-6.4	-4.8	-2.5	-1.0	-6.2	-4.4	2.5
CCNC(=O)NC(=O)CSc1nc2ccccc2n1CCOC	-0.6	-1.0	-2.2	3.2	3.7	1.8	-5.3	3.3	14.4	-1.8
CCCOc1cccc(C(=O)Nc2cccc(NC(=O)c3ccco3)c2)c1	1.9	-5.0	6.8	-1.0	-6.8	48.7	.	-6.4	-15.6	-48.7
COc1ccc(C)cc1NC(=O)C1CCN(S(=O)(=O)c2cccs2)CC1	2.8	-0.5	-2.5	1.1	-4.3	16.8	-1.4	-16.0	3.9	-16.8
O=C(COc1ccc(Cl)cc1Cl)NCC(=O)N/N=C/c1c[nH]c2ccccc12	-14.4	-1.1	-3.6	-1.3	12.1	25.6	3.9	10.5	-7.9	-25.6
Cc1cccc(OCC(=O)N2CCc3ccccc3C2)c1	0.0	0.8	-4.1	0.3	0.2	-16.9	0.8	-4.4	-3.9	16.9
COCCN(CCOC)S(=O)(=O)NC[C@H]1O[C@@H](n2cnc3c(N)ncnc32)[C@H](O)[C@@H]1O	-9.5	6.8	-2.5	3.1	6.3	-0.9	-0.7	1.7	11.4	0.9
COC(=O)CCCCC1SCC2NC(=O)NC21 (stereo unspecified)	1.0	0.0	1.2	0.3	2.0	-19.4	2.5	1.4	5.7	19.4
CCOC(=O)N1CCN(C(=O)c2oc3ccc(S(=O)(=O)N4CCCCCC4)cc3c2C)CC1	-5.5	1.6	-0.8	7.4	5.8	30.0	-1.9	-7.8	-10.4	.
O=C(COC(=O)C12CC3CC(CC(O)(C3)C1)C2)NCCc1ccc(Cl)cc1	-2.0	0.8	6.5	2.0	-13.0	12.0	-1.8	9.2	5.3	-12.0
CC(Sc1nnnn1C)C(=O)NC1CCCC1 (stereo unspecified)	-2.3	0.8	4.3	-2.8	7.0	3.6	-0.4	-8.5	-6.7	-3.6
COc1ccc(S(=O)(=O)N2CCCC(C(=O)O)C2)cc1Cl (stereo unspecified)	4.1	1.8	-1.5	1.3	-1.7	-14.1	-3.2	-7.7	-15.7	14.1
O=C(/C=C/NNC(=O)c1cccc(Br)c1)c1cccc(Br)c1	3.3	0.1	-2.2	-0.9	-5.7	68.1	.	-15.3	-12.4	-68.1
COc1ccc([C@@H]2[C@@H]3C(=O)N(C(C)(C)C)C(=O)[C@@H]3[C@]3(Cc4ccc(Cl)cc4)C(=O)N(c4ccc(C)cc4)C(=O)N23)cc1	-0.8	-0.2	0.4	0.6	-1.0	-3.2	-2.8	-10.5	-11.9	3.2
O=C(Cn1cnc2sc3c(c2c1=O)CCCC3)NCC(=O)Nc1c(F)cccc1F	-1.2	-4.5	8.3	-1.9	31.8*	-6.6	-1.3	-8.6	-11.2	6.6
C[C@@H](N)C(=O)N[C@H]1CCC2C3CC=C4C[C@@H](O)CC[C@]4(C)C3CC[C@@]21C (stereo partly specified)	-4.4	3.2	6.3	-2.5	-11.9	-6.0	-3.5	15.0	-18.2	6.0
O=C(CSc1nncc(=O)[nH]1)NC1CCCCC1	-3.7	-0.7	-5.9	-0.2	-1.6	.	1.8	.	-10.1	.
CC(=O)Cc1nsc(NC(=O)C2Cc3ccccc3C(=O)O2)n1 (stereo unspecified)	-1.8	0.5	-0.7	5.5	-7.1	-18.3	0.5	-2.5	1.6	18.3
Cc1ccc(NC(=S)NC(=O)c2ccc(F)cc2)cc1S(=O)(=O)Nc1ccccc1Cl	0.4	-1.5	10.7	0.8	-7.5	-17.7	-9.6	-17.4	8.7	17.7
O=C(CSc1nnnn1C1CCCCC1)N1CCCC1	8.3	-1.4	2.2	-6.9	-2.9	-11.0	-0.8	4.3	-16.1	11.0
CCCCN(CCCNC(=O)C1CCN(C(=O)c2cc3sccc3n2C)CC1)Cc1ccccc1	5.3	-4.0	-2.4	6.5	-0.8	30.3	1.1	11.0	-6.1	-30.3
COc1ccc(NC(=O)CSCC(=O)Nc2ccc(S(=O)(=O)N3CCCC3)cc2)cc1	2.6	0.4	-4.5	0.7	-2.1	3.9	-0.1	-7.1	-14.3	-3.9
COc1ccc(C)cc1NC(=O)CSc1nc2ccccc2nc1N1CCCCC1	-13.8	1.5	-0.8	1.3	-5.4	7.6	-4.4	.	-4.6	-7.6
CC(C)OP(=O)(c1ccccc1)c1ccccc1	6.7	1.2	-3.2	-7.9	-0.4	-13.2	-0.7	-2.0	6.8	13.2
Cc1cc(NC(=O)Nc2cccs2)no1	-6.8	2.0	0.7	-0.3	-7.9	-32.3	.	12.7	2.1	32.3
CC(=O)CSc1nc2ccccc2s1	1.9	-1.9	-2.0	-0.6	1.9	-0.6	6.7	.	4.9	0.6
COc1cccc(N2CCN(C(C)C(=O)NC34CC5CC(CC(C5)C3)C4)CC2)c1 (stereo unspecified)	3.8	0.8	4.3	-2.5	-7.2	.	-0.3	-5.2	-16.6	.

Ordered by the number under MITF TRPM1 HTS (rising): some entries from above.
compound | Rtt109 Vps75 | CDK5 p35 inh | cardiac RTF act | dFosB act | SR-BI HDL uptake | Wnt act | MITF TRPM1 HTS | PvdQ acylase | SR-BI uptake up
CC(C)OP(=O)(c1ccccc1)c1ccccc1 | 6.7 | 1.2 | -3.2 | -0.4 | -13.2 | -0.7 | -2.0 | 6.8 | 13.2
O=C(CSc1nnnn1C1CCCCC1)N1CCCC1 | 8.3 | -1.4 | 2.2 | -2.9 | -11.0 | -0.8 | 4.3 | -16.1 | 11.0
Cc1cc(NC(=O)Nc2cccs2)no1 | -6.8 | 2.0 | 0.7 | -7.9 | -32.3 | . | 12.7 | 2.1 | 32.3

Just Rtt109 Vps75 and MITF TRPM1 HTS, for some of the entries so far:
SMILES	Rtt109 Vps75	MITF TRPM1 HTS
COc1cccc(N2CCN(C(C)C(=O)NC34CC5CC(CC(C5)C3)C4)CC2)c1 (stereo unspecified)	3.8	-5.2
O=C(CSc1nnnn1C1CCCCC1)N1CCCC1	8.3	4.3
CC(C)OP(=O)(c1ccccc1)c1ccccc1	6.7	-2.0

Next section.
SMILES	Rtt109 Vps75	CDK5 p35 inh	cardiac RTF act	HTR5A ag	dFosB act	SR-BI HDL uptake	Wnt act	MITF TRPM1 HTS	PvdQ acylase	SR-BI uptake up
Cc1cc2[nH]c3c(c[n+](C)c4ccccc34)c2cc1C	-0.7	-1.2	-0.2	-4.1	-86.0	-14.7	-8.8	-100.4	-19.8	14.7
Cc1cc(-c2cc(-c3ccc(Cl)cc3)on2)nc(NCC2CC2)n1	-10.1	-1.2	-2.7	4.7	-11.8	-19.1	-0.4	22.3	-6.6	19.1
CCOC(=O)C(Cc1ccc(O)cc1)NC(=O)CCc1c[nH]c2ccccc12 (stereo unspecified)	4.1	1.4	-4.2	-1.8	-7.1	-38.8	1.6	4.9	-12.9	38.8
COc1ccccc1CNC(=O)CN(C)S(=O)(=O)c1ccc(Br)s1	0.5	-0.5	-1.0	-4.2	-8.6	.	-2.1	-13.3	-7.9	.
O=C(NCCC1=CCCCC1)c1ccc([N+](=O)[O-])cc1	-0.7	-3.7	11.3	-1.0	-3.9	9.6	27.8	51.1	-11.7	-9.6
CC(C)(C)[C@H]1COC(=O)[C@@H](Cc2ccc(F)cc2)C/C=C\C[C@@H](CC(=O)N[C@@H](CO)Cc2ccccc2)C(=O)N1	19.8	0.2	3.6	-1.3	-3.1	3.2	-2.3	1.9	-9.7	-3.2
O=C(Nc1ccccc1CC[N+](=O)[O-])N1CCN(c2ccccc2)CC1	5.3	0.3	-6.3	1.4	-8.3	3.1	-2.4	-8.9	1.5	-3.1
O=C(O)c1cc(Sc2ccc(Br)cc2)nc2ccccc12	-0.3	1.3	0.5	-1.0	-5.0	3.5	0.6	-6.0	-10.7	-3.5
COc1ccc(NC2CS(=O)(=O)CC2NCc2ccco2)cc1 (stereo unspecified)	6.4	-0.6	-4.5	5.0	-9.2	-8.6	0.1	.	1.8	8.6
Cc1c(C(=O)c2ccccc2)c2ccccn2c1CCc1ccccn1	-2.9	0.0	4.1	2.8	-1.0	25.3	-0.6	-12.3	-16.6	-25.3
